Bioassay records deposited in PubChem BioAssay by several laboratories.
M4 antag = antagonists of human muscarinic M4 receptor (CHRM4). P08173. CHO-hM4 cells, ACh EC80, Fluo-8 calcium fluorescence. inhibition, % at 3 µM. hit rate 0.73% among 360,000;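 active = inhibition above its plate's cutoff, the mean inhibition of sample wells plus 3 SD, cut at about 27% in these data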;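 also: 0% = acetylcholine EC80 with DMSO and 100% = DMSO without agonist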
CRFBP-R2 block = antagonists of CRF-binding protein/CRF-R2 receptor complex. HEK293 CRF-R2/CRF-BP, CRF-induced calcium fluorescence. inhibition, % at 11.8 µM. hit rate 0.59% among 350,000;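 active = inhibition of the ligand-induced calcium signal above about 50% at the single tested concentration, limit read from the data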
CHRM1 PAM = human CHRM1 positive allosteric modulation; P11229; CHO-K1 hM1, Fluo-8 calcium fluorescence, ACh EC20; 0% = ACh EC20, 100% = maximal ACh; activation, % at 3 µM; hit rate 0.088% among 360,000; AID 588819; in the data active = activation above about 19%, passing the limit was not always enough
Target sequence (P11229 whole entry, looked up): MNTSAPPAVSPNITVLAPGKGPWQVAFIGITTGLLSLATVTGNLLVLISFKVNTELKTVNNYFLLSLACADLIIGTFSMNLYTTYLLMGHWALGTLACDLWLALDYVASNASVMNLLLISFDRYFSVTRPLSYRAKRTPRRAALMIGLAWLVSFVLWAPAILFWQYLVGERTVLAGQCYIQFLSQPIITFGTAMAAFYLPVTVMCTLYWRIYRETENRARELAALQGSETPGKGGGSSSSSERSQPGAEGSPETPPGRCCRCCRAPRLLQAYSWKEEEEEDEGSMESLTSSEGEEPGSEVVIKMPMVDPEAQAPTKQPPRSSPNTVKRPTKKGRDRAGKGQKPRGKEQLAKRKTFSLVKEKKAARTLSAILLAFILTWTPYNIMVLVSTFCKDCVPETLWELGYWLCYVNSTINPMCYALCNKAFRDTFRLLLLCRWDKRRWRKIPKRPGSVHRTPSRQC
M5 PAM = CHRM5 positive allosteric modulation; P08912; CHO-K1 hM5, Fluo-8 calcium, ACh EC20 PAM; 0% = ACh EC20, 100% = ACh EC100; activation, % at 3 µM; hit rate 0.3% among 360,000; AID 624038;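 active = activation above the run cutoff, the mean activation of all test compounds plus 3 SD, cut at about 18% in these data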
Target sequence (P08912 whole entry, looked up): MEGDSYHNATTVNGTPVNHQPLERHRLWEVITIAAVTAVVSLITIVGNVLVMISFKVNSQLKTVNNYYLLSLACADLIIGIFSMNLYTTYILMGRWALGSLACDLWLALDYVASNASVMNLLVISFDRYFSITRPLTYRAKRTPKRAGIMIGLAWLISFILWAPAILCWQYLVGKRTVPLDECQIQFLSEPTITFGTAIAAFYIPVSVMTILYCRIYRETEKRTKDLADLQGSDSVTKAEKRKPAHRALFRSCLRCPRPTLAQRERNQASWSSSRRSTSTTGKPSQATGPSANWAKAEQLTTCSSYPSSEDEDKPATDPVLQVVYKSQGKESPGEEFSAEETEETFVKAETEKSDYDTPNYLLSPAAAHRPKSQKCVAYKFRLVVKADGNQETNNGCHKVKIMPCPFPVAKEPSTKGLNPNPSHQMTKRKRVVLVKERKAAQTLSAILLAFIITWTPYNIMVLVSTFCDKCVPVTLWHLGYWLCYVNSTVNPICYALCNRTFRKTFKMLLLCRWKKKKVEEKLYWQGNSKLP
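Probe or stimulus: acetylcholine, EC20 level; Assay system: human M5 receptor in CHO-K1 cells; Schedule: compound preincubation 140 s before EC20 acetylcholine addition; Technique: intracellular calcium via Fluo-8 fluorescence; Dosing: single-point, 3 µM nominal; Read-out basis: percent activation from peak-over-basal fluorescence ratio, scaled EC20-to-EC100 acetylcholine; Repeats: one well per compound, no replicates.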
CHRM5 antagonist = blocks acetylcholine activation of human M5 receptor. P08912. CHO-hM5 cells, Fluo-8 calcium fluorescence, ACh EC80. inhibition, % at 3 µM. hit rate 0.59% among 360,000. AID 624040;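 active = inhibition above a per-plate cutoff, the mean of that plate's test compounds plus 3 SD, cut at about 27% in these data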;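 also: 0% = acetylcholine EC80 with DMSO and 100% = DMSO without agonist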
CRFR2-BP ag = CRF-BP/CRF-R2 complex agonism. HEK293 CRF-R2/CRF-BP, calcium dye fluorescence (FLIPR); percent of saturating CRF peptide response. activation, % at 13.2 µM. hit rate 0.46% among 350,000. AID 588473;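 active = activation of at least 50%, plus an integration ratio under a set limit after plate pattern correction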;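 also: plate controls were neutral control wells without compound for no effect and CRF at EC100 for full effect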
CHRM4 PAM = CHRM4 positive allosteric modulation. activation, % at 3 µM. CHO-K1 hM4/Gqi5, Fluo-8 calcium fluorescence, ACh EC20; 0% = ACh EC20, 100% = maximal ACh. hit rate 0.4% among 360,000. P08173. AID 624126;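 active = activation above its plate's cutoff, the mean activation of sample wells plus 3 SD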; also: some results filed as inactive read as strong as hits
M5 ag = agonists of human muscarinic M5 receptor (CHRM5). P08912. CHO-K1 hM5 cells, Fluo-8 calcium fluorescence; 0% DMSO wells, 100% maximal acetylcholine response. activation, % at 3 µM. hit rate 0.19% among 360,000. AID 624037;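 active = activation above the run's mean over test compounds plus 3 SD, cut at about 23% in these data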;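 also: signal is peak over basal fluorescence ratio across the kinetic read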
CHRM4 agonist = agonists of human muscarinic M4 receptor (CHRM4). hit rate 0.14% among 360,000. activation, % at 3 µM. P08173. CHO-K1 hM4/Gqi5, Fluo-8 calcium fluorescence; vehicle 0%, full acetylcholine response 100%;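 active = activation above the run mean over all test wells plus 3 SD, cut at about 32% in these data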;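 also: peak over basal fluorescence ratio per well then scaled between controls; 0% = DMSO wells and 100% = acetylcholine at EC100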
* marks the source's active call; other numbers are inactive results; . = not tested or not shown. Rows were taken by chance; about 2.6% have a hit in one of these screens.

SMILES	M4 antag	CRFBP-R2 block	CHRM1 PAM	M5 PAM	CHRM5 antagonist	CRFR2-BP ag	CHRM4 PAM	M5 ag	CHRM4 agonist
CCOc1ccccc1C(=O)NCC(=O)N1CCN(Cc2ccc3c(c2)OCO3)CC1	-4	5	9	2	0	-0.8	9	-1	6
CCOc1cc(S(=O)(=O)Nc2ccccn2)ccc1F	-6	-6	3	7	-8	1.8	8	-5	1
COC(=O)c1ccc(NC(=O)c2ccc(C)cc2)o1	3	13	-2	6	-4	0.4	8	-1	2
CC(=O)c1cccc(NC(=O)c2ccc(N(C)S(=O)(=O)c3ccc(C)cc3)cc2)c1	-5	3	-2	-17	9	5.5	-9	1	17
O=S(=O)(Nc1cc(Sc2ncn[nH]2)c(O)c2ccccc12)c1ccccc1	20	-65	-4	-4	28*	4.8	-6	1	14
COc1ccc(CCCNC(=O)C2Cc3c(-c4ccc(NC(C)=O)cc4)ccnc3O2)cc1 (stereo not drawn)	10	.	-3	-5	-6	.	-5	4	8
CC(=O)N1CCN(C(=O)c2ccc3c(c2)S(=O)(=O)c2ccccc2C3=O)CC1	7	29	2	-1	4	14	-4	-2	0
Cc1cccc(N2CCN(C(=O)CN3C(=O)NC4(CCCCCC4)C3=O)CC2)c1C	4	0	1	-2	2	-0.2	2	3	5
CCOC(=O)NC(=O)/C(C#N)=C(/C)N(C)C	3	3	-10	-3	-2	-1.8	-2	-3	0
Cc1ccc(S(=O)(=O)N(C)C)cc1NC(=O)CN1c2cccc3cccc(c23)S1(=O)=O	-22	-6	3	-2	11	0.9	8	-2	4
O=C(NNc1ccc(Cl)nn1)c1ccc(Cl)cc1	-6	19	7	-3	7	-1.4	5	1	1
COc1ccccc1Oc1ccc(S(=O)(=O)N2CCCCC2C)cc1 (stereo not drawn)	-16	11	8	-4	14	3.4	-6	-5	3
CC1CCC2(CC1)NC(=O)N(CC(=O)Nc1ccc(N3CCOCC3)cc1)C2=O (stereo not drawn)	-1	15	11	-3	5	-0.7	0	-1	0
Cc1c(NC(=O)c2ccc3c(c2)OCO3)cccc1-c1nc2ccccc2o1	-18	-29	7	-11	3	7.1	7	-8	6
O=C(Cn1nc(-c2ccccc2)ccc1=O)N1CCOCC1	5	-2	1	-7	6	-0.7	2	0	0
COC(=O)c1ccc(C(=O)OC)c(NC(=S)N2CC(C)CC(C)C2)c1 (stereo not drawn)	-18	11	-6	-1	-9	4.0	6	-5	-1
CCC(C)NC(=O)COc1ccc(Br)c(C)c1 (stereo not drawn)	1	-3	1	-6	1	0.0	-3	4	1
Cc1cccc(N(CC(=O)NC2CC2)S(=O)(=O)c2ccc(Cl)cc2)c1	-6	-2	8	1	2	-1.3	-2	-7	1
N#CC1(C#N)C(C(=O)C23CC4CC(CC(C4)C2)C3)C12CCOCC2 (stereo not drawn)	3	-7	4	10	7	-0.5	-7	0	-1
COc1ccc(C(=O)O/N=C(\N)c2ccccc2)cc1OC	3	19	4	-2	10	-2.5	-3	-3	2

A stretch from the list above, as a working copy:
SMILES	M4 antag	CRFBP-R2 block	CHRM1 PAM	M5 PAM	CHRM5 antagonist	CRFR2-BP ag	CHRM4 PAM	M5 ag	CHRM4 agonist
N#CC1(C#N)C(C(=O)C23CC4CC(CC(C4)C2)C3)C12CCOCC2 (stereo not drawn)	3	-7	4	10	7	-0.5	-7	0	-1
COc1ccc(C(=O)O/N=C(\N)c2ccccc2)cc1OC	3	19	4	-2	10	-2.5	-3	-3	2

The listing picks up with the two entries that preceded the break.
SMILES	M4 antag	CRFBP-R2 block	CHRM1 PAM	M5 PAM	CHRM5 antagonist	CRFR2-BP ag	CHRM4 PAM	M5 ag	CHRM4 agonist
N#CC1(C#N)C(C(=O)C23CC4CC(CC(C4)C2)C3)C12CCOCC2 (stereo not drawn)	3	-7	4	10	7	-0.5	-7	0	-1
COc1ccc(C(=O)O/N=C(\N)c2ccccc2)cc1OC	3	19	4	-2	10	-2.5	-3	-3	2
Cc1ccc2[nH]c(O)c(N=O)c2c1	-1	10	14	11	-8	-0.1	-4	-1	0
CCOc1ncccc1C(=O)OCC(=O)N1CCc2ccccc21	-17	-12	7	0	-1	0.3	7	-4	3
Cc1ccc(S(=O)(=O)N(C)c2ccc(OCC(=O)NCC3(N(C)C)CCCCC3)cc2)cc1	-1	1	-3	-6	4	0.2	-5	-7	1
COc1ccc(S(=O)(=O)NC(CC(=O)NCc2ccccc2OC)c2ccco2)cc1 (stereo not drawn)	-4	-5	5	2	3	0.2	9	0	1
COC(=O)c1c(C)noc1-c1snnc1C	-16	16	5	3	-8	-5.5	0	3	1
COc1ccc(NC(=O)C2(C)CCN2Cc2ccccc2Cl)cc1OC (stereo not drawn)	-2	.	-4	-8	8	.	-3	2	11
COc1ccc(NS(=O)(=O)c2cccc(C(=O)OCC(=O)N3CCN(c4ccc(OC)cc4)CC3)c2)cc1	7	12	-8	-21	19	-1.6	-3	5	18
Cc1cc(=O)oc2cc(OCC(=O)NC3CC(C)(C)NC(C)(C)C3)ccc12	-15	0	7	1	2	0.0	-2	-4	0
COc1ccccc1OC(=O)CCN1c2ccccc2Sc2ccccc21	-14	-3	0	-8	9	1.6	-2	0	-1
Cc1ccc(N(C(=O)c2csnn2)C(C(=O)NC2CCCC2)c2cccnc2)c(C)c1 (stereo not drawn)	-9	-6	12	2	8	0.5	3	-2	1
O=C(c1cc2c(c(-c3cccc(-c4ccncc4)c3)n1)[C@H](CCO)N(C(=O)c1ccc3c(c1)OCO3)C2)N1CCOCC1	7	.	.	-8	1	.	-2	1	0
CCN1CCN(S(=O)(=O)c2ccc3c4c(cccc24)C(=O)N3CC)CC1	-13	-1	0	2	-4	4.3	3	-5	1
Clc1ccc(-c2nc3c4ccccc4ccn3c2Cc2cccc(Cl)c2)cc1	-3	.	.	1	3	.	6	-2	0
O=C(NC(=S)Nc1ccc(Cl)cn1)c1cccs1	9	0	12	7	-3	-1.5	-1	-5	0
S=C(NCCc1ccccc1)Nc1cccc2cnccc12	8	13	-2	-21	20	-5.6	-12	10	16
CC1CCCCC1NC(=O)CCn1c(=S)[nH]c2ccccc2c1=O (stereo not drawn)	2	-22	0	0	-3	14	-2	0	1
CCOc1cc(/C=C2\C(=N)N3N=CSC3=NC2=O)ccc1OS(=O)(=O)c1ccccc1	3	-15	9	2	1	2.6	1	-3	2
O=c1[nH]c(/C(Cl)=C/c2c(F)cccc2Cl)nc2cc(Cl)ccc12	1	-41	6	1	0	0.8	7	0	0
CC(C)N(c1ccccc1)c1ncnc(NCCC(=O)O)c1[N+](=O)[O-]	1	-13	3	6	1	0.4	3	-1	0
C=CCc1cccc(/C=N/NC(=O)COc2ccc(-n3cnnn3)cc2)c1O	3	6	-2	-6	17	-0.6	1	-3	4
Cc1nc2cc(N)ccc2n1C1CCCCC1	-9	6	3	0	3	-0.3	-4	-1	3
COc1cc(OC)cc(OCC(O)Cn2cnc(-c3ccccc3)c2)c1 (stereo not drawn)	-17	25	-1	-5	-6	-2.1	-5	0	10
C=CC[C@@H](CC(=O)N[C@@H](CO)Cc1ccccc1)C(=O)N[C@H](COC(=O)[C@@H](CC=C)CC(=O)OC(C)(C)C)Cc1c[nH]c2ccccc12	18	-8	-8	-8	22	0.6	-8	0	5
CC(C)OC(=O)CC12CN(C)CC(CC(=O)OC(C)C)(CN(C)C1)C2=O	-6	-16	16	1	-3	4.2	2	-1	0
O=C1CCCN1CC1CCN(Cc2nc(CC3CC3)no2)CC1	-9	-18	10	-1	-5	2.6	-3	4	3
COc1ccc(S(=O)(=O)N2CCC(=O)N2)cc1	4	1	4	-9	5	-0.2	1	-5	1
O=C(Nc1ccnn1C1CCN(Cc2ccc3nonc3c2)CC1)c1cccc(F)c1	-5	-6	-1	-3	2	-0.6	-2	0	9
CCN(CC(=O)Nc1ccc(NC(C)=O)cc1)C(=O)/C=C/c1c(C)nn(-c2ccc(F)cc2)c1Cl	-7	3	11	7	-3	-0.8	1	-4	0
C[C@@H]1CN([C@H](C)CO)C(=O)CCCn2nncc2CO[C@H]1CN(C)S(=O)(=O)c1cccc(F)c1	-6	-11	-2	-3	1	8.7	-2	-1	1
O=c1c(=O)n(O)c2ccccc2n1O	-4	4	4	-1	4	-0.5	3	2	1
O=c1c2cc(-c3ccccc3)sc2nc2n1N=C(c1ccccc1)CS2	3	-14	4	1	5	5.3	-4	1	0
COC(=O)Cc1ccc(NC(=S)NCc2ccccc2Cl)cc1	8	-18	-2	-8	0	1.3	-13	3	3
Cc1cccn2c(=O)c(/C=C(\C#N)C(=O)NCc3ccco3)c(N3CCC(C(N)=O)CC3)nc12	1	-4	17	14	-14	-0.9	10	0	0
O=C(COC(=O)CSc1cccc2cccc(Cl)c12)Nc1ncc(C(F)(F)F)cc1Cl	-1	-19	5	-11	14	2.9	2	-6	-1
Cc1ccc([C@H]2N[C@]3(CCCN(Cc4ccc(F)cc4)C3=O)[C@H]3C(=O)N(C)C(=O)[C@@H]23)cc1	4	0	4	4	-8	0.4	-4	2	1
O=C(N[C@H]1CC[C@H](CCNC(=O)C2CC2)O[C@@H]1CO)c1ccccn1	-3	.	.	5	-1	.	14	1	0
Cc1c(NS(=O)(=O)c2cc(C(=O)NCc3cccc(Cl)c3)ccc2Cl)c(=O)n(-c2ccccc2)n1C	-8	7	8	0	2	-2.0	4	-3	1
CCCn1c(C)cc(-c2csc(N)n2)c1C	-2	6	8	3	-1	11	17	2	0
O=C1NC(c2ccc3c(c2)OCO3)Oc2ccccc21 (stereo not drawn)	8	3	4	10	-11	-1.7	6	1	1
CCCCn1c(N)c(N(CC)C(=O)c2ccc(Cl)c([N+](=O)[O-])c2)c(=O)[nH]c1=O	-6	-7	-3	5	0	-2.4	-4	-2	3
CCOC(=O)c1c(C)[nH]c(C=Nc2ccc(OC)cc2)c1O	3	3	-1	-2	4	0.7	-2	-2	1
O=C(Nc1ccc2oc(-c3cccnc3)nc2c1)c1ccc(Br)o1	0	13	3	-4	-4	2.1	2	1	1
Cc1ccc(CN2CCN(Cc3c(C)nn(C(C)C)c3C)CC2CCO)o1 (stereo not drawn)	-8	13	0	0	-2	-0.1	-6	-2	1
Cc1cc(OC(=O)c2ccccc2)c([N+](=O)[O-])c(=O)[nH]1	-3	11	3	5	-4	-1.3	16	1	1
Cc1ccc(S(=O)(=O)N2C[C@H]3[C@H]4C(=O)N(c5ccccc5)C(=O)[C@H]4C[C@H](OC(=O)NCC4CCCCC4)[C@@]3(O)C2)cc1	-8	12	-5	-1	14	-3.4	0	-1	0
CCOc1ccc2c(c1)nc(NCCCO)n2Cc1ccccc1	-1	-21	8	-1	11	1.6	5	-1	1
CCc1cccc(C)c1NC(=S)N(Cc1cccnc1)Cc1ccco1	8	21	4	-4	8	-2.0	-4	-3	0
C[C@H](NS(=O)(=O)c1ccc(Cl)cc1)C(=O)OCC(=O)c1ccc[nH]1	11	-5	8	-10	15	0.6	-12	3	4
Cc1ccc(C)c(C(=O)COC(=O)CCCC(=O)Nc2cc(C(F)(F)F)ccc2Cl)c1	-9	-11	-2	-4	3	6.8	-3	-6	2
Cn1c(CN2CCN(S(C)(=O)=O)CC2)nc2cc([N+](=O)[O-])ccc21	-13	4	12	11	-8	-0.8	7	0	1
O=C1CN(C(=O)COC(=O)Cc2ccsc2)c2ccccc2N1	8	16	-2	1	-4	-0.7	18	-2	1
